# High-throughput results deposited in PubChem by Sanford-Burnham Center for Chemical Genomics.
# SENP6 inh = SENP6 protease inhibition; 330,000 tested, 1.8% active; inhibition, % at 10 µM; Q9GZR1; Recombinant SENP6 catalytic domain, aminoluciferin luminescence;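 active = inhibition above about 50% at the single tested dose, limit read from the data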;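 also: plate controls were DMSO wells with enzyme for no effect and DMSO wells lacking enzyme for full effect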
# SENP8 block-1 = inhibitors of human SENP8 protease; AID 2540; 330,000 tested, 1.2% active; inhibition, % at 10 µM; purified SENP8, Z-RLRGG-aminoluciferin cleavage, luminescence; in the data active = inhibition above about 50%
# UBC13 polyUb = inhibitors of human UBC13 polyubiquitin chain formation; inhibition, % at 20 µM; TR-FRET; 330,000 tested, 0.47% active; P61088; in the data active = inhibition above about 45%, passing the limit was not always enough
# Target sequence (P61088 whole entry, looked up): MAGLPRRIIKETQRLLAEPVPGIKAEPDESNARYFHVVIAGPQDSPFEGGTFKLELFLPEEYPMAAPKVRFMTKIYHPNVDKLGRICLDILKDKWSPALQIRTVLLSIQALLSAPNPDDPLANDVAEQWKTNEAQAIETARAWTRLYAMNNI
# HKDC1 inhibitor = HKDC1 (human) hexokinase inhibition | 340,000 tested, 0.16% active | AID 493160 | inhibition, % at 20 µM | recombinant HKDC1, G6PDH/diaphorase resazurin coupled fluorescence | Q2TB90;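 active = inhibition above about 35% when tested at 20 µM, limit read from the data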;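 also: plate controls were DMSO wells with enzyme for no effect and DMSO wells lacking enzyme for full effect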
# Target sequence (Q2TB90 whole entry, looked up): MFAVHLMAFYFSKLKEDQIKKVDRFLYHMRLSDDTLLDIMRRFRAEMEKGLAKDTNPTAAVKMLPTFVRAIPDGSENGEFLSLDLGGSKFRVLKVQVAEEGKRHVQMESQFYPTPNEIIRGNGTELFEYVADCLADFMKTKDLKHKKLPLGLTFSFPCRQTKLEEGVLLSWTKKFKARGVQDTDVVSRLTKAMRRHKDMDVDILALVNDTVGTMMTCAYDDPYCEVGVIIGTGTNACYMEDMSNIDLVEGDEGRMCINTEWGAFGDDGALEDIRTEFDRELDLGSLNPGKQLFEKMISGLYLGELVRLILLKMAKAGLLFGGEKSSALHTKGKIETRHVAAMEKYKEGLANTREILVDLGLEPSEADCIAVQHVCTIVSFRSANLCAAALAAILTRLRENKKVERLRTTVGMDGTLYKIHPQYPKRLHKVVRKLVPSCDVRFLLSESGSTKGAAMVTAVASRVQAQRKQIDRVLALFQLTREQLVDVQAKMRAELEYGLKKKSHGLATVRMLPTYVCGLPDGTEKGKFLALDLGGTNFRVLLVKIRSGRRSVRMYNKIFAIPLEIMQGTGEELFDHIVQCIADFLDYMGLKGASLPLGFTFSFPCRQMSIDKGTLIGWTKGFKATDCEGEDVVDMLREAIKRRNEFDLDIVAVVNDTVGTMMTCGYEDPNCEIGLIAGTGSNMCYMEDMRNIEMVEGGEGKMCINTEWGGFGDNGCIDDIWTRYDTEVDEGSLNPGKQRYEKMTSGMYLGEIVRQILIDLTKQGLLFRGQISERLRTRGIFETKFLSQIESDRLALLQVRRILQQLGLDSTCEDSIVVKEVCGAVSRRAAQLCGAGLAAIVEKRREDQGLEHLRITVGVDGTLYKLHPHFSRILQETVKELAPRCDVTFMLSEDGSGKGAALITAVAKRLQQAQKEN
#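 Material – in-house recombinant HK5 (HKDC1) enzyme · Quantity – HKDC1 at 5 µg/mL · Buffer or medium – pH 8.0 Tris buffer with 10 mM MgCl2 · Reagent – glucose with 1 mM ATP · Dosing – single 20 µM dose · Times – reaction time 90 min, room temperature, protected from light · Technique – resorufin fluorescence at 613 nm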
# PfGluPho inh = PfG6PD (Plasmodium falciparum) enzyme inhibition. 350,000 tested, 0.78% active. PfGluPho enzyme, NADPH resazurin-diaphorase fluorescence. inhibition, % at 20 µM;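 active = inhibition reaching at least a set limit at 20 µM in the primary screen, cut at about 59% in these data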;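 also: 0% = DMSO wells with substrate and 100% = DMSO wells lacking glucose-6-phosphate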
# MIN6 prolif = MIN6 beta-cell proliferation induction; MIN6 cells proliferation, ATPlite luminescence, 48 h; cells starved in 0.2% serum; 100% = growth in 10% serum; proliferation, % at 10 µM; 330,000 tested, 0.29% active;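 active = compounds whose signal lies at least 3.5 SD above the mean of all wells on their plate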;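 also: 0% = DMSO-treated cells in low-serum medium and 100% = 10% serum control; some compounds called inactive have numbers as strong as hits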
# SENP1 inh = blocks the human SENP1 SUMO protease catalytic domain; Q9P0U3; recombinant SENP1 catalytic domain, CyPet-SUMO1-YPet FRET cleavage; inhibition, % at 10 µM; 360,000 tested, 0.21% active; AID 624204;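 active = inhibition at least 30% at 10 µM, raw YFP signal under a set limit, fluorescence ratio 0.5 to 1.5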;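 also: 0% = enzyme with DMSO and 100% = no enzyme wells; some results filed as inactive read as strong as hits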
#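 Assay system – human recombinant His6-tagged SENP1 catalytic domain enzyme · Input – SENP1 enzyme, 20 pM final · Buffer or medium – Tris pH 8 buffer plus EDTA, NaCl, BME, BSA, NP40, catalase · Schedule – 50 min reaction at room temperature · Technique – FRET read of cyan and yellow fluorescence · Control set – no-enzyme wells low, DMSO-plus-enzyme wells high control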
# SENP7 inh = blocks the human protease SENP7; recombinant SENP7, Z-RLRGG-aminoluciferin luminescence, 40 min; inhibition, % at 5 µM; 330,000 tested, 1.5% active; AID 434973;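 active = inhibition above about 50% at the single test dose, limit read from the data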;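 also: plate controls were DMSO with enzyme for no effect and no enzyme buffer wells for full effect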
# SENP8 block-2 = inhibitors of human SENP8 protease; 360,000 tested, 0.64% active; recombinant SENP8, Nedd8 substrate fluorescence; AID 602440; Q96LD8; inhibition, % at 20 µM; in the data active = inhibition mostly above about 40%, no sharp cut-off; inactive = mostly below about 27%
# * hit, by the source's call; i = inactive; / = not tested or not shown.
Compound	SENP6 inh	SENP8 block-1	UBC13 polyUb	HKDC1 inhibitor	PfGluPho inh	MIN6 prolif	SENP1 inh	SENP7 inh	SENP8 block-2
COc1ccc(C2=NN(C(=O)CSc3nnc(C)n3C)C(c3ccco3)C2)cc1 (stereo not drawn)	-29	-13	-6	-7	-2	-2	2	-6	-3
COc1ccc(-c2[nH]ncc2Oc2ccccc2OC)c(O)c1	-8	0	15	12	-8	2	-1	-1	16
COc1ccc(/C(C)=N/NC(=O)c2ccccc2OCc2ccccc2)c(OC)c1	0	-2	9	-17	-8	-4	-2	-4	-132
COc1ccc(-n2cnc3cc(NCc4ccco4)ccc32)cc1	-9	-10	3	7	24	-2	-4	-2	-264
CN(C(=O)COC(=O)CCC(=O)c1ccccc1)c1c(N)n(Cc2ccccc2)c(=O)[nH]c1=O	-9	-1	-8	3	-6	-1	-5	0	-2
Cc1ccc(C(=O)COC(=O)c2cccc([N+](=O)[O-])c2)s1	-5	-4	2	-3	-1	-2	1	-2	10
CC(OC(=O)c1ccc(Cl)c(S(=O)(=O)N2CCCC2)c1)C(=O)NC1CCCCC1C (stereo not drawn)	2	4	-4	/	/	-2	/	7	/
O=C1C[C@@H]2c3c(cccc3CN1Cc1ccc(F)cc1)C[C@@H](O)[C@H]2O	-16	5	7	-3	7	-2	3	-2	17
O=C1CSCN1c1ccc(Cl)cc1	5	6	-4	-10	-13	-1	1	-1	12
COc1ccc(CCNC(=O)c2ccc(COc3ccccc3OC)o2)cc1	-10	-6	-1	-2	4	1	2	2	15
Cc1cc(NC(=O)CSCC(=O)Nc2ccc(C)c(C)c2)no1	-16	-20	-2	1	-13	-3	-1	-12	10
O=C(c1ccc(-c2ccccc2)cc1)N1CCN(c2ccccc2)CC1	0	-6	1	-7	7	-3	2	-1	8
Cc1cc(C(=O)CSc2n[nH]c(N)n2)c(C)n1C1CC1	-10	4	11	-11	-1	-5	-2	7	15
Cc1ccc(CN2Cc3cccc4c3[C@@H](CC2=O)[C@H](O)[C@H](O)C4)cc1	-1	4	8	-6	-1	7	-1	-2	1
COC(=O)[C@@H]1CC[C@H](C)[C@@H](c2ccc(C)cc2)N1C(=O)c1ccc(/C=N/O[C@@H](C)CN2CCCCc3nc(C)c(C)cc32)cc1	-9	1	0	/	/	-8	/	-4	/
Cc1ccc(C)c(S(=O)(=O)Nc2cc(C)on2)c1	-20	-8	-4	-7	-6	-2	1	-5	9
O=C1CN(S(=O)(=O)c2ccc(Cl)cc2C(F)(F)F)CCN1	-5	4	-8	-2	9	-2	0	5	13
CSc1nc2[nH]c3c(c2c2nnnn12)CCCC3	5	-7	-7	4	14	-4	-2	3	-454
Cc1ccc(C(=O)/C=C/Nc2ccc([N+](=O)[O-])cc2Br)cc1	-14	-2	-27	-2	2	-4	-21	3	-18
CN(C)S(=O)(=O)c1cccc(C(=O)Nc2cccnc2)c1	2	0	-1	-4	10	2	1	-5	12
Cc1noc(C)c1S(=O)(=O)N(CC(=O)O)c1ccc2c(c1)OCO2	3	13	4	0	-12	-1	-1	4	23
O=C(O)[C@@H]1CCCN1S(=O)(=O)c1cccc2cccnc12	-15	7	-2	-4	2	-6	0	8	22
COc1ccc(/C=N/n2cncn2)cc1CSc1ccccn1	-9	4	-5	-7	-8	1	0	0	11
CCOC(=O)CNC(=O)CSc1ncnc2c1nnn2-c1ccc(F)cc1	-1	-2	18	-3	-5	-5	2	3	4
Cc1ccc(N(C(=O)c2ccccn2)C(C(=O)NC2CCCCC2)c2ccncc2)cc1 (stereo not drawn)	-16	-1	2	-6	4	0	1	-4	8
COc1ccc(NCc2nnc(SCC(=O)N3CCCc4ccccc43)n2C)cc1	11	-5	2	2	5	0	1	-11	60*
COc1ccccc1NC(=O)CCSc1ccc(C)cc1	51*	21	6	25	2	1	1	34	23
CCOC(=O)c1c(NC(=S)N2CCCCC2)sc2c1CCN(C(=O)OCC)C2	8	-1	2	1	43	-4	-11	5	7
O=C(CCSCCC(=O)NCCN1CCOCC1)NCCN1CCOCC1	-13	-7	-25	0	8	-4	-4	0	10
CC(=O)C1=NN(c2ccccc2)C(c2ccc3c(c2)OCO3)N1c1ccccc1 (stereo not drawn)	-9	-14	-23	-8	9	-6	-24	-8	-216
CCc1ccc(S(=O)(=O)c2nnn3c2nc(N2CCOCC2)c2ccccc23)cc1	-4	-17	-4	-5	-17	4	2	7	-29
O=C(CC1C(=O)NCCN1Cc1ccoc1)NCCCn1ncc2ccccc21 (stereo not drawn)	10	-6	1	-7	9	0	-5	1	-14
COc1ccc2nc(N/C(N)=N/C(=S)Nc3ccc(C)c(C)c3)nc(C)c2c1	6	-10	-8	/	/	-5	/	7	/
CC(c1ccccc1)n1c(-c2ccc(Cl)cc2)n[nH]c1=S (stereo not drawn)	-5	1	-2	2	40	-1	-2	-10	-33
CC(C)c1nc(SCC(=O)c2c[nH]c3ccccc23)n[nH]1	-32	5	6	4	19	0	-8	-10	8
CC(COc1ccccc1)N1CCC(CO)(Cc2ccccc2)CC1 (stereo not drawn)	-2	-2	6	-9	1	-4	-1	6	11
CN(C)S(=O)(=O)N1CCc2ccccc2C1	17	2	-10	-7	-2	-1	2	-2	12
Cc1ccc2[nH]c3c(c2c1)CN(C(=O)CN1CCCCC1)CC3	2	-11	1	0	11	-1	/	-9	/
Nc1c(C(=O)NCc2ccccc2)c2nc3ccccc3nc2n1-c1ccc2c(c1)OCO2	68*	30	-42	0	0	-4	-53	-3	-261
CSc1ccc(/C=C/C(=O)OCC(=O)N2CCc3ccccc32)cc1	-5	-6	-7	-2	-14	0	-2	22	i
Cc1cccc(N2CC(C(=O)NC3CCCCCC3)CC2=O)c1C (stereo not drawn)	2	3	6	-1	-9	-4	-1	1	-6
COc1ccc(C(=O)NC(=S)Nc2nc(C)c(C(=O)N(C)C)s2)cc1	-2	-1	3	-5	-10	-3	0	7	8
Cc1ccc(N2C(=O)C3CCCN3C2=S)cc1Cl (stereo not drawn)	-13	-1	7	-5	12	1	0	3	14
CCOC(=O)c1[nH]c2ccc(Cl)cc2c1NC(=O)c1nonc1C	6	-2	2	-1	-19	0	1	7	19
NC(=O)COC(=O)c1c2c(nc3ccccc13)CCCC2	7	-6	3	-3	-2	2	-1	-10	3
COC(=O)[C@@H]1C[C@H]2CC[C@H](O)C[C@H]2N1Cc1ccccc1OS(=O)(=O)c1ccc(C)cc1	-13	-10	-12	-4	12	0	-22	-8	-25
CCN(CC)CCNC(=O)CN1C(=O)COc2ccc(S(=O)(=O)N3CCOCC3)cc21	3	-3	-10	-7	-2	-5	5	-11	18
O=C(CSCCO)Nc1cccc(C(F)(F)F)c1	-15	1	20	5	-8	5	1	8	6
O=C(C=C1CCN(c2ncc(C(F)(F)F)cc2Cl)CC1)NNC(=O)Nc1ccccc1	-4	-5	0	-13	-16	-2	-1	4	-34
O=C1NC(=S)N/C1=C\c1ccc(Oc2ccc(C(F)(F)F)cc2[N+](=O)[O-])c(Cl)c1	-17	0	-16	-8	-16	-3	1	-6	16

# Next part
Compound	SENP6 inh	SENP8 block-1	UBC13 polyUb	HKDC1 inhibitor	PfGluPho inh	MIN6 prolif	SENP1 inh	SENP7 inh	SENP8 block-2
COc1ccc(C2C(C#N)=C(N)Oc3n[nH]c(C)c32)cc1CN1CCN(c2ccc(F)cc2)CC1 (stereo not drawn)	-16	-9	-3	20	4	-2	1	-9	7
S=c1[nH]nc(-c2ccc3ccccc3n2)n1-c1ccccc1	14	-6	0	6	38	0	3	3	-85
Cc1ccccc1NC(=O)c1ccc([N+](=O)[O-])o1	9	-1	-4	1	17	0	0	7	20
Cc1ccc(C(=O)NNC(=O)Cc2csc(-c3csc(C)n3)n2)cc1	-10	-5	5	-4	-17	0	0	4	9
Cc1ccc(C2=CC(c3ccccc3)n3ncnc3N2)cc1 (stereo not drawn)	0	1	9	0	3	12*	-26	-10	i
CO[C@H]1C=CO[C@@]2(C)Oc3c(C)c(O)c4c(O)c(c(C=NN5CCN(C6CCCC6)CC5)c(O)c4c3C2=O)NC(=O)C(C)=CC=C[C@H](C)[C@H](O)[C@@H](C)[C@@H](O)[C@@H](C)[C@H](OC(C)=O)[C@@H]1C	-1	8	-433	/	/	-8	/	7	/
CCOC(=O)c1c(NC(=O)C(=O)N/N=C/c2ccc(OCC)cc2)sc2c1CCCCC2	-7	2	-14	-7	-5	-2	-9	2	-161
Cc1ccc(-c2nnn(CC(=O)Nc3ccc(S(=O)(=O)N4CCC(C)CC4)cc3)n2)cc1	7	1	-4	-3	-12	-4	0	3	18
COc1ccc(COCC(O)CN2CCOCC2)cc1OC (stereo not drawn)	-1	4	2	-5	-2	-2	1	5	8
COc1ccc(CCNC(=O)[C@H](C)N2C(=O)N3CCc4c([nH]c5ccccc45)[C@@]3(C)C2=O)cc1	-2	-1	11	-1	8	-2	0	4	21
COc1cccc(-c2nnc(N(C)C(=O)C3CCOC3)s2)c1 (stereo not drawn)	2	-7	5	9	14	0	0	3	7
Cc1ccc([N+](=O)[O-])cc1NC(=O)/C=C/C(=O)O	-10	-7	-5	-3	1	-3	2	1	25
COc1cccc(NC(=O)CN(C)C(=O)c2c(-c3ccccc3)noc2C)c1	-18	-11	-1	-4	0	-5	-16	4	3
Cc1cccc(OC(C)C(=O)Nc2ccc(S(=O)(=O)N3CCCC3)cc2)c1 (stereo not drawn)	-5	-8	-8	-3	7	1	2	5	9
CCn1c(SCC(=O)O)nnc1-c1ccc2[nH]c(C)c(C)c2c1	-7	-4	-1	-9	8	2	-13	0	-13
O=C(Nc1ccc(F)c(Cl)c1)c1cc(-c2ccco2)on1	/	/	/	-6	-3	/	5	/	-7
Cn1cc(CN2CCCC(CNC(=O)c3ccc4c(c3)OCO4)C2)c2ccccc21 (stereo not drawn)	8	-1	12	0	-11	2	2	-2	11
CC(C)C(NC(=O)c1ccc(C(C)(C)C)cc1)C(=O)Nc1ccc(N2CCOCC2)cc1 (stereo not drawn)	-19	-1	-3	1	15	-3	2	4	6
CC(C)NC(=O)NC(=O)CN1c2cccc3cccc(c23)S1(=O)=O	18	7	1	10	-5	-2	4	5	-347
COc1ccc(C2CC(=O)c3sc(NC(C)=O)nc3C2)cc1 (stereo not drawn)	2	-1	15	10	18	0	-24	4	-10
Cc1ccc2c(c1)N(CC(=O)N1CCN(c3nc4ccccc4s3)CC1)C(=O)C(C)O2 (stereo not drawn)	4	9	-2	-8	-2	-2	-1	-8	16
COc1cccc2cc3c(=O)oc4ccccc4c3nc12	-28	-16	5	-7	1	-5	-31	-10	-422
CC(=O)c1ccc(NC(=O)c2cc3ccccc3o2)cc1	-4	-19	-5	-3	21	-1	0	3	8

# Single records (already shown). Screens in order: SENP6 inh, SENP8 block-1, UBC13 polyUb, HKDC1 inhibitor, PfGluPho inh, MIN6 prolif, SENP1 inh, SENP7 inh, SENP8 block-2
# Shown for COc1cccc(-c2nnc(N(C)C(=O)C3CCOC3)s2)c1 (stereo not drawn) = 2, -7, 5, 9, 14, 0, 0, 3, 7
# Shown for CCn1c(SCC(=O)O)nnc1-c1ccc2[nH]c(C)c(C)c2c1 = -7, -4, -1, -9, 8, 2, -13, 0, -13
